# Screening results from PubChem BioAssay.
# CBFb-RUNX1 inh = qHTS Assay for Compounds Blocking the Interaction Between CBF-beta and RUNX1 for the Treatment of Acute Myeloid Leukemia; Runt-related transcription factor 1 (Homo sapiens) + Core-binding factor subunit beta …; AlphaScreen CBFb-His/RUNX1-biotin binding, biochemical; Potency, µM (top dose mostly 59.8 µM), for inactives: top-dose activity, negative = inhibition, usual class: inhibitors; 230,000 tested, under 10 active; AID 1477, 2009; note: % of control where 0% means no effect
# Target sequence (Q01196 whole entry, looked up): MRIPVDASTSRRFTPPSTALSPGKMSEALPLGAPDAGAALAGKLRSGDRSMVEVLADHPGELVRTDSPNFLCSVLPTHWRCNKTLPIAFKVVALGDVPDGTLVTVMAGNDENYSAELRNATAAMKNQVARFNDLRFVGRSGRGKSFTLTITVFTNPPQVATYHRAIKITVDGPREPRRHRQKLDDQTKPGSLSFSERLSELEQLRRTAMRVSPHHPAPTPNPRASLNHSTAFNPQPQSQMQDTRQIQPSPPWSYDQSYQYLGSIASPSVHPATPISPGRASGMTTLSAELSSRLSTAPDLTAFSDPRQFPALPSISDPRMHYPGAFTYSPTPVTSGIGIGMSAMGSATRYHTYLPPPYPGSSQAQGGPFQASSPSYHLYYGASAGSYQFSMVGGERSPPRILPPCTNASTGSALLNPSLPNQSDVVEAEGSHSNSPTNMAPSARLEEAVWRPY
# Target sequence (Q13951 whole entry, looked up): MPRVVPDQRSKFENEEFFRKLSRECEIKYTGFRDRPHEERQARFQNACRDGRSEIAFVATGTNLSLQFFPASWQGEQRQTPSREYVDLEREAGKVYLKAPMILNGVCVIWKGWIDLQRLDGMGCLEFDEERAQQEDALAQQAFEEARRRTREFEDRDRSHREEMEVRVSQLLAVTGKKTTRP
#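 Bead-based AlphaScreen assay; binding partners His-tagged CBF-beta and biotinylated RUNX1 at 30 nM each. Compound exposure 15 min after a 20-min protein preincubation; bead step 90 min; all steps at room temperature.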
# HTT aggregate = qHTS Multiplex Assay to Identify Dual Action Probes in a Cell Model of Huntington: Aggregate Formation (GFP) | AID 1688, 2009 | PC12 HttQ103-GFP aggregates, Acumen cytometry, 40 h | Potency, µM (titrated, usually from 46.1 µM), inactives show at the highest dose activity change, negative = inhibition, actives largely listed as inhibitors | hit rate 1.1% among 220,000; note: potency is the fitted concentration of half-maximal effect; % is set by controls: 0 for no effect and ±100 for the full control effect; nearly all actives have a fitted effect of over 60% in size
#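 Aggregate formation scored by laser-scanning cytometer (488 excitation, 500–530 emission) in lysed PC12 cells expressing Q103-GFP after 100 nM tebufenozide induction; library tested in dose series, with ATPLite reagent added in the multiplex.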
# SMN2 splice enh = qHTS Assay for Enhancers of SMN2 Splice Variant Expression. Potency, µM (series often up to 46.1 µM), without a hit: top-dose activity change, positive = activation, actives largely listed as activators. AID 1458, 2008. hit rate 2.8% among 210,000. HEK293 SMN2-luciferase splicing reporter, luminescence, 30-36 h; note: potency is the fitted concentration of half-maximal effect; % of control where 0% means no effect; nearly all actives have a fitted effect of over 55% in size
#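 HEK293 cells carry an SMN2 minigene-luciferase reporter in which exon 7 inclusion puts luciferase in frame. Cells were seeded at 2000 cells/well, attached for 10-12 hours, then exposed to compounds for 30-36 hours at 37C before ONE-Glo luminescence.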
# IMPase Li inh = qHTS Assay for Identifying the Cell-Membrane Permeable IMPase Inhibitors: Potentiation with Lithium. AID 1457, 2008. Potency, µM (highest dose often 59.4 µM), without a hit: at the highest dose activity, negative = IMPase inhibition, usual class: inhibitors. hit rate 0.35% among 210,000. CHO-M1 cells, IP1 TR-FRET (IP-One), carbachol + lithium;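 note: IP1 builds up when IMPase is blocked and the TR-FRET signal falls; potency is the fitted concentration of half-maximal effect; plate controls were basal vehicle for no effect and high inhibitor control for full effect; nearly all actives have a fitted effect of over 50% in size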
#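 CHO-M1, 2000 cells/well, 16–30 h culture; cpd + low Li+, 30 min 37C; lysis with d2-IP1/Eu-anti-IP1 Ab, 10 min RT; TR-FRET 665/620 ratio and 620 channel; AC50 via Hill.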
# LMNA splice mod = qHTS Assay for Modulators of Lamin A Splicing | HeLa LMNA splicing GFP/RFP minigene ratio, 48 h | Potency, µM (titrated, usually from 46.1 µM), for inactives: at the highest dose ratio change, negative = inhibition, usual class: inhibitors | hit rate 0.01% among 200,000; active = well fitted inhibition curve with a large enough effect in the signal ratio, with a control signal flat, not every such curve was filed as active; inconclusive = small, poorly fitted or top-dose-only effect, or effect the other way, or a change in a side signal; the % refers to the signal ratio; note: potency is the fitted concentration of half-maximal effect; % is set by controls: 0 for no effect and ±100 for the full control effect
#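 S3 HeLa cells stably expressing lamin A-EGFP splicing minigene plus DsRed2, 600 cells/well, 48 h compound exposure at 37C. Laser-scanning cytometry; analysed as GFP (500-530 nm)/RFP (575-640 nm) total intensity ratio; 0.5% DMSO vehicle.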
# Luc counter = Counterscreen for Luciferase (Kinase-Glo TM) Inhibition | Luciferin 4-monooxygenase (Photuris pensylvanica), Q27757 | Kinase-Glo luciferase, ATP luminescence, 8 min | Potency, µM (doses to about 38.3 µM), without a hit: at the top dose activity change, negative = inhibition, most hits filed as inhibitors | hit rate 0.28% among 200,000; note: potency is the fitted concentration of half-maximal effect; % is set by controls: 0 for no effect and ±100 for the full control effect; nearly all actives have a fitted effect of over 60% in size
#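 Recombinant Kinase-Glo luciferase, 10 uM ATP (linear range), luciferin; imidazole pH 7.2 / KCl / MgCl2 / Tween / BSA buffer; 8 min RT; luminescence.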
# HTT cytoprotect = qHTS Multiplex Assay to Identify Dual Action Probes in a Cell Model of Huntington: Cytoprotection (ATP); PC12 HTT-Q103 induced, cytoprotection, ATP luminescence, 40 h; hit rate 0.14% among 230,000; Potency, µM (titrated, usually from 56.4 µM), for inactives: cytoprotection (ATP increase), actives largely listed as activators;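 note: potency is the fitted concentration of half-maximal effect; % of control where 0% means no effect; nearly all actives have a fitted effect of over 45% in size; toxic huntingtin expression switched on by the ecdysone agonist tebufenozide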
#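 PC12 cells with ecdysone-inducible HTT exon 1 Q103-GFP, induced with 100 nM tebufenozide and co-treated with library compounds in a dose series (1536-well, 1500 cells/well). Cytoprotection read as ATP content by ATPlite luminescence.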
# An asterisk follows results filed as active; ? = inconclusive; . = not tested or not shown; & = joins results of further samples; [ ] = remark or other dose. Unless noted, calls come from the whole dose curve; as a rule, active = well fitted curve in the direction sought with a large enough effect; inconclusive = small, poorly fitted or top-dose-only effect, or another doubt; inactive = no such curve, though single readings can be large; an effect the other way counts as inactive or inconclusive.
# Values run as follows: CBFb-RUNX1 inh	HTT aggregate	SMN2 splice enh	IMPase Li inh	LMNA splice mod	Luc counter	HTT cytoprotect
- COc1cc(-c2nnc(COC(=O)C3c4ccccc4Oc4ccccc43)o2)cc(OC)c1OC
    1.4%	-4.5%	-23.9%	12.2%[38.3 µM]	0.8%	16.3%	-6.4%[10 µM]
- N[C@@H](C(=O)O)c1ccc(C(=O)O)cc1
    1.8%&-0.6%[21.7 µM]	.	.	22.7%&8.9%	.	1.8%&1.7%	?
- COC(=O)c1cc(N2CCNCC2)nc2ccccc12
    9.1%	23.1%[9.22 µM]	.	.	.	.	1.6%[10 µM]
- Cc1cccc(-n2c(C)cc(C=C(C#N)C#N)c2C)c1
    12.0%	14.4%	-15.2%	?	-7.3%	0.8%	-2.8%[10 µM]
- COc1ccc(OCC(=O)NC(=S)Nc2ccccc2F)cc1
    2.2%	27.5%	8.5%	-4.1%	5.8%	-2.7%	12.9%[10 µM]
- NC(=O)C1CCCN(S(=O)(=O)c2ccccc2)C1 (centres undefined)
    -3.9%	3.9%	20.6%	10.4%[38.3 µM]	-5.3%	3.9%	13.9%
- CCCCNC(=O)CCNS(=O)(=O)c1ccc(C)cc1
    -1.8%	-10.4%	-8.3%	13.7%[38.3 µM]	-1.1%	1.0%	1.5%
- COC(=O)c1ccc(Nc2cc(C)nc3nc(C)nn23)cc1
    7.4%[2.36 µM]	-11.6%	1.2%	-4.5%	-3.0%	1.7%	-4.5%
- Cc1cccc(C)c1N(CC(O)Cn1c2ccccc2c2ccccc21)S(C)(=O)=O (centres undefined)
    2.8%	21.6%	?	29.8%[38.3 µM]	7.6%	-4.9%	-37.2%
- COc1cnc(SCc2ccc(Cl)cc2Cl)nc1Cl
    7.7%	?	-9.0%	-6.9%[38.3 µM]	?	-6.8%	-13.8%
- COc1ccc(Sc2nnc(Cc3ccccc3)c3ccccc23)cc1
    -4.6%	?	-20.2%	-2.2%[38.3 µM]	?	-2.4%	37.4%
- COc1cccc(NC(=O)Cc2nc(-c3ccccc3)sc2-c2ccc(C)cc2)c1
    5.6%	-31.8%	1.5%	6.9%	?	-2.4%	.
- CCC(=O)NCCn1c(C)cc2ccccc21
    3.7%	-16.7%	-14.4%	-9.9%[38.3 µM]	-10.0%	0.5%	-5.6%[10 µM]
- CCOC(=O)C1CCN(Cc2ccc(F)c(Br)c2)CC1
    -3.4%	3.0%	-1.7%	6.7%[38.3 µM]	-8.0%	12.7%	-7.0%
- CCN(CC)C(=O)Oc1ccc(Br)cc1C(=O)Nc1ccc(F)cc1F
    11.8%	-18.5%[9.22 µM]	.	.	.	.	-17.2%[10 µM]
- CC(C)NC(=O)c1cccc(Br)c1
    1.2%	1.9%	14.6%	34.4%[activator][38.3 µM]	-7.9%	-2.9%	33.5%
- Cc1ccc2nc(-c3ccc(N)cc3)sc2c1
    15.0%	-10.6%[9.22 µM]	.	.	.	.	-63.7%[inhibitor][10 µM]
- O=C1CC(c2cccc(Cl)c2)Cc2nc(N3CCN(c4ccccc4)CC3)ncc21 (centres undefined)
    3.0%	10.3%	-14.9%	6.8%[38.3 µM]	-18.9%	3.4%	-1.7%[10 µM]
- CC(=O)NCc1ccc(S(=O)(=O)N/N=C/c2ccccc2)cc1
    6.8%	2.3%	-10.8%	-0.9%	-6.5%	1.0%	-16.5%[10 µM]
- COc1ccc(-n2c(SCC(=O)NCC3CCCO3)nc3ccccc32)cc1 (centres undefined)
    -2.1%	?	-14.9%	16.4%[38.3 µM]	7.5%	9.3%	-22.6%[10 µM]
- CCCCC(=O)Nc1ccccc1Oc1ccccc1
    15.8%	2.2%	2.8%	4.4%	.	-0.2%	10.8%[10 µM]
- Cc1cc(C)c2nc(NNC(=O)c3cc(=O)c4ccccc4o3)sc2c1
    ?	-4.7%[9.22 µM]	.	-3.7%	.	.	12.4%[10 µM]
- O=C(CCCOc1ccc(Cl)cc1Cl)N/N=C/c1ccc(Cl)cc1
    -4.7%	-6.9%	5.2%	16.8%	-7.6%	4.3%	15.7%[10 µM]
- CCOc1ccc(C2C(C#N)=C(N)SC(N)=C2C#N)c(OCC)c1
    -10.5%	11.2%	-1.1%	?	-3.2%	3.1%	4.1%[10 µM]
- COc1ccc(-c2cc(C(F)F)n3ncc(C(=O)Nc4c(C)n(C)n(-c5ccccc5)c4=O)c3n2)cc1
    1.2%	19.9%[9.22 µM]	.	20.3%	10.7%[46 µM]	-2.3%	19.4%[10 µM]
- FC(F)(F)c1ccccc1Cl
    8.0%[21.7 µM]	.	6.2%	-3.9%	.	.	-52.2%[inhibitor]
- CCOCCCNC(=O)C(c1ccc(Cl)cc1)N(Cc1cccs1)C(=O)CNC(C)=O (centres undefined)
    4.2%	1.3%	-0.1%	-1.3%	-2.8%	-0.5%	4.2%[10 µM]
- COc1cccc(C=Nc2cccnc2)c1O
    0.2%	5.8%	6.3%	-12.5%[38.3 µM]	-1.0%	-2.3%	-27.5%
- Cc1cccc(N2C(=O)C(O)=C(C(=O)c3cccs3)C2c2ccccc2)n1 (centres undefined)
    8.1%	29.5%[9.22 µM]	.	.	.	.	?
- Cc1cccc2c1c1ccc3c(c1n2C)C(=O)C=CC3=O
    -27.2%	-12.0%[9.22 µM]	.	.	?	.	-19.7%[10 µM]

# Limited to CBFb-RUNX1 inh and LMNA splice mod, for some of the entries so far:
SMILES,CBFb-RUNX1 inh,LMNA splice mod
O=C1CC(c2cccc(Cl)c2)Cc2nc(N3CCN(c4ccccc4)CC3)ncc21 (centres undefined),3.0%,-18.9%
CC(=O)NCc1ccc(S(=O)(=O)N/N=C/c2ccccc2)cc1,6.8%,-6.5%
COc1ccc(-n2c(SCC(=O)NCC3CCCO3)nc3ccccc32)cc1 (centres undefined),-2.1%,7.5%

# The listing continues.
# Values run as follows: CBFb-RUNX1 inh	HTT aggregate	SMN2 splice enh	IMPase Li inh	LMNA splice mod	Luc counter	HTT cytoprotect
- COc1ccccc1-n1nnnc1SCc1ccccc1
    13.4%	-17.3%	-10.2%	9.0%[38.3 µM]	-13.2%	0.6%	-9.5%[10 µM]
- O=C(CCl)NC1CCCc2ccccc21 (centres undefined)
    3.5%	-12.5%[9.22 µM]	.	1.0%	.	-3.2%	26.6%[10 µM]
- CC[C@H]1C(O)C[C@H]2CCN3C(=O)CCC[C@H]1[C@H]23 (some centres undefined)
    -11.1%[136 µM]	.	.	0.5%	.	1.2%[39.9 µM]	-15.3%[96.6 µM]
- COc1ccc(-n2nc([N+](=O)[O-])c(=NC3CCN(Cc4ccccc4)CC3)n2O)cc1
    -6.5%	-4.1%	.	19.9%	.	.	-43.8%[inhibitor]
- CCOc1ccc(-c2cc(CCCC(=O)NCCc3ccc(OC)c(OC)c3OC)no2)cc1
    0.8%	5.9%	-25.0%	23.0%[38.3 µM]	20.5%	-1.7%	-8.4%
- CCOc1ccccc1OCCOc1ccccc1OC(C)C
    23.8%	7.1%[9.22 µM]	-13.9%	25.6%[38.3 µM]	1.8%	2.1%	8.8%
- O=C(NCc1cccnc1)C(=O)Nc1nc(-c2ccccc2)cs1
    1.9%	-4.9%[9.22 µM]	.	.	.	.	5.7%[10 µM]
- NC(=O)CSc1nnc(-c2cccnc2)n1Cc1ccccc1
    4.3%	-4.6%	0.7%	-4.1%	0.5%	1.6%	7.3%[10 µM]
- CC(C)CN1C=C2C(=O)C(C)(OC(=O)C3CCCC3)C(=O)C=C2C=C1c1ccsc1 (centres undefined)
    7.6%[13.1 µM]	20.4%[9.22 µM]	2.7%[9.22 µM]	2.0%	-10.0%[9.22 µM]	-4.6%[7.66 µM]	-2.0%&-0.4%[10 µM]
- Cc1cc(C)n(-c2ccc(C(=O)O)cc2)n1
    -0.1%	-3.4%	-14.8%	-0.5%	-7.9%	3.9%	-6.2%[10 µM]
- CN(CCC#N)C(=O)COC(=O)/C=C/c1ccc2c(c1)OCO2
    -0.5%	-10.2%	-9.4%	-1.7%	7.7%[46 µM]	-1.4%	-30.2%[inhibitor]
- COCCn1c(=O)sc2ccccc2c1=O
    -2.9%	3.7%	2.8%	2.2%	17.5%[46 µM]	-2.2%	-31.0%[10 µM]
- Cc1ccc(S(=O)(=O)NCCN=C(CN2CCCC2)NS(=O)(=O)c2ccc(C)cc2)cc1
    -3.2%	?	0.3%	5.4%[38.3 µM]	3.9%	-2.4%	-24.8%
- O=C(NC(=S)Nc1nc(-c2ccc(Br)cc2)cs1)c1ccco1
    1.8%	6.2%	-8.7%	12.8%	.	-1.7%	-15.1%
- CC(C/C=N/NC(=O)COc1cc(Cl)ccc1Cl)c1ccccc1 (centres undefined)
    5.7%	10.4%	-13.9%	1.1%[38.3 µM]	27.1%	-0.3%	6.6%
- COc1cccc(C(=O)Nc2ccncc2)c1
    2.9%	-16.9%[9.22 µM]	.	2.5%	.	-6.7%	-18.1%[10 µM]
- Cc1n[nH]c(=S)n1/N=C/c1ccccc1OCc1ccc(Cl)cc1Cl
    2.8%	21.0%	22.5%	-8.9%	0.9%	0.1%	.
- COc1ccc(C(=O)CN2C(=O)C(C)(C)Oc3ccc(C(=O)N4CCCCCC4)cc32)cc1
    2.9%	20.1%	11.9%	1.4%[38.3 µM]	-9.2%	-3.0%	0.4%[10 µM]

# Some of these compounds in order of SMILES length, falling.
# Values run as follows: CBFb-RUNX1 inh	HTT aggregate	SMN2 splice enh	IMPase Li inh	LMNA splice mod	Luc counter	HTT cytoprotect
- COc1ccc(-n2nc([N+](=O)[O-])c(=NC3CCN(Cc4ccccc4)CC3)n2O)cc1
    -6.5%	-4.1%	.	19.9%	.	.	-43.8%[inhibitor]
- CN(CCC#N)C(=O)COC(=O)/C=C/c1ccc2c(c1)OCO2
    -0.5%	-10.2%	-9.4%	-1.7%	7.7%[46 µM]	-1.4%	-30.2%[inhibitor]
- COc1cccc(C(=O)Nc2ccncc2)c1
    2.9%	-16.9%[9.22 µM]	.	2.5%	.	-6.7%	-18.1%[10 µM]

# This is a random part of the collection. Share with any hit: about 4%.
